Compound activity deposited in PubChem by Sanford-Burnham Center for Chemical Genomics.
HKDC1 inh – inhibitors of human hexokinase HKDC1; Q2TB90; recombinant HKDC1, G6PDH/diaphorase resazurin coupled fluorescence; inhibition, % at 20 µM; 340,000 compounds, 0.16% hits; AID 493160;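 active = inhibition above about 35% when tested at 20 µM, limit read from the data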;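 note: plate controls were DMSO wells with enzyme for no effect and DMSO wells lacking enzyme for full effect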
Target sequence (Q2TB90 whole entry, looked up): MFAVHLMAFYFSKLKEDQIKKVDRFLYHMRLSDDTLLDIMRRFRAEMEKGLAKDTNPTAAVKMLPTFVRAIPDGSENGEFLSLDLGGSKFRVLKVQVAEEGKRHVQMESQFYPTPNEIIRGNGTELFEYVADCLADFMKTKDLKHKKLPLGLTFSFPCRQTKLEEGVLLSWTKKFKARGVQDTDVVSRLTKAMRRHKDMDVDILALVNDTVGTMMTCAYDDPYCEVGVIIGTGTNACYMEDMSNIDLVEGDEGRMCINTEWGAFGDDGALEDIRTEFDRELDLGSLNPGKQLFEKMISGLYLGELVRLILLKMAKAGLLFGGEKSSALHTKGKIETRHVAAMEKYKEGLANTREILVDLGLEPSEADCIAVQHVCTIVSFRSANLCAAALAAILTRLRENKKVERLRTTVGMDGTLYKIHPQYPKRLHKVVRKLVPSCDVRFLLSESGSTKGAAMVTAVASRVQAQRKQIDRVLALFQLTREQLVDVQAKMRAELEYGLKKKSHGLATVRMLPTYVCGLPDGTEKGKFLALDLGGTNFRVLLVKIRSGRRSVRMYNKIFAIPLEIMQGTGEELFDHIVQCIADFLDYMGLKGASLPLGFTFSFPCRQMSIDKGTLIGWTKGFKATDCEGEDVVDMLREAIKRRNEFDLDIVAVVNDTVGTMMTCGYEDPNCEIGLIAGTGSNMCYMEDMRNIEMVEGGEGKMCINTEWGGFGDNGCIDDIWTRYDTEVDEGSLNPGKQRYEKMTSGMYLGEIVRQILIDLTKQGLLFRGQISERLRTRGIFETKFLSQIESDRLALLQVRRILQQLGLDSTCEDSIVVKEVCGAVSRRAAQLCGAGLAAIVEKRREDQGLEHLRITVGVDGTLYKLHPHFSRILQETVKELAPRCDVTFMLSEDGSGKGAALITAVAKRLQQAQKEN
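Material: recombinant HKDC1 hexokinase; Amount: HKDC1 at 5 µg/mL; Medium: Tris pH 8.0 buffer with MgCl2, Tween-20, BSA, BME; Schedule: 90 min reaction incubation at room temperature, dark; Technique: coupled resazurin fluorescence, excitation 525 nm, emission 613 nm.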
SENP7 block – SENP7 protease inhibition; recombinant SENP7, Z-RLRGG-aminoluciferin luminescence, 40 min; inhibition, % at 5 µM; 330,000 compounds, 1.5% hits; AID 434973;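 active = inhibition above about 50% at the single test dose, limit read from the data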;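 note: plate controls were DMSO with enzyme for no effect and no enzyme buffer wells for full effect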
ATG4B inhibitor – ATG4B (human) cysteine protease inhibition; 340,000 compounds, 0.51% hits; ATG4B cleavage of LC3-PLA2, NBD-HPC fluorescence, 1 h; inhibition, % at 8.33 µM; AID 504462; in the data active = inhibition above about 40%
NR3A LBD binder – modulates the human NR3A ligand-binding domain. NR3A LBD differential scanning fluorimetry, Tm shift; 0% = protein alone, 100% = glycine-bound protein. Tm shift relative to glycine control, % at 25 µM. 340,000 compounds, 2.5% hits;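 active = melting temperature shift of at least 10% of the positive control shift, at one fixed dose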
SENP6 block – SENP6 protease inhibition; AID 2599; 330,000 compounds, 1.8% hits; Recombinant SENP6 catalytic domain, aminoluciferin luminescence; Q9GZR1; inhibition, % at 10 µM;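 active = inhibition above about 50% at the single tested dose, limit read from the data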;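 note: plate controls were DMSO wells with enzyme for no effect and DMSO wells lacking enzyme for full effect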
MPTP inh – inhibitors of mitochondrial permeability transition pore; isolated mouse mitochondria, Ca2+ swelling absorbance, 30 min; 360,000 compounds, 1.4% hits; inhibition, % at 10 µM;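 active = inhibition of 50% or more, scaled per plate between neutral and stimulator controls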;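 note: 0% = DMSO wells given calcium and 100% = 1 mM EGTA wells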
SENP8 inh – SENP8 (human) protease inhibition; 360,000 compounds, 0.64% hits; recombinant SENP8, Nedd8 substrate fluorescence; inhibition, % at 20 µM; Q96LD8; in the data active = inhibition mostly above about 40%, no sharp cut-off; inactive = mostly below about 27%
PfG6PD inh – PfG6PD (Plasmodium falciparum) enzyme inhibition; PfGluPho enzyme, NADPH resazurin-diaphorase fluorescence; inhibition, % at 20 µM; 350,000 compounds, 0.78% hits; AID 504690;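 active = inhibition reaching at least a set limit at 20 µM in the primary screen, cut at about 59% in these data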;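 note: 0% = DMSO wells with substrate and 100% = DMSO wells lacking glucose-6-phosphate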
Starred values were filed as active, the others as inactive; i = inactive; / = not tested or not shown.

SMILES,HKDC1 inh,SENP7 block,ATG4B inhibitor,NR3A LBD binder,SENP6 block,MPTP inh,SENP8 inh,PfG6PD inh
O=C(O)c1ccc(NC(=O)c2ccccc2NC(=O)c2ccccc2Br)cc1,-3,-5,-2,0,-5,2.1,14,-5
CN(C)NC(=S)NC1CCS(=O)(=O)C1 (centres undefined),-5,-12,11,0,-4,0.4,12,-5
COc1ccccc1NS(=O)(=O)c1ccc(C(=O)NCC(c2cccs2)N2CCOCC2)cc1 (centres undefined),-5,1,10,-2,-4,0.0,18,1
C=CCNC(=O)c1ccc(N(Cc2ccc(Cl)cc2)S(C)(=O)=O)cc1,-6,-7,2,2,-12,0.5,1,-24
CCOC(=O)/C(C#N)=C/c1ccc(-c2ccsc2C(=O)OC)o1,-3,-34,-3,2,-4,3.3,-165,-4
COc1ccc(C2=NN(C(=O)COc3ncnc4ccccc34)C(c3ccco3)C2)cc1 (centres undefined),3,-5,-3,0,-29,-2.4,-36,7
CCOC(=O)[C@@H]1[C@H]2COc3ccc(Br)cc3[C@@H]2N2C(=O)N(c3ccc(C)cc3)C(=O)[C@@]12C,-2,1,-1,-1,-3,1.4,17,5
O=C(Cn1c(=O)oc2ccccc21)NC(=O)NCc1ccccc1,-4,4,-8,1,-1,2.3,-2,9
O=C(COC(=O)COc1ccccc1[N+](=O)[O-])Nc1cccc(Br)c1,-4,-1,0,-5,-17,0.9,5,8
CCOC(=O)C1CCCN(C(=O)Cn2ncc3c(=O)oc4ccc(C)cc4c32)C1 (centres undefined),-5,/,-5,-4,/,-0.4,14,-6
CCOC(=O)/C=c1\s/c(=C\c2ccc3cc(OC)ccc3c2)c(=O)n1CC(=O)NCC1CCCO1 (centres undefined),-1,15,-7,6,-1,-2.1,i,3
Cc1ccc2[nH]c(=O)c(C(c3nnnn3CCc3ccccc3)N3CCOCC3)cc2c1 (centres undefined),6,-2,6,-1,-6,-1.5,-166,-11
Cc1nn(C)c(C(=O)NC(=S)Nc2ccccc2O)c1Cl,-1,-5,-10,-9,3,1.1,5,0
CC1CCCC(C)N1C(=O)CN1CCN(c2nc(-c3ccc(F)cc3)cs2)CC1 (centres undefined),-5,-1,7,-1,-1,9.5,9,19
COc1ccc(CNC(=O)CN2CCN(C(c3ccccc3)c3ccccc3)CC2)cc1,1,-5,-10,1,-20,-1.1,6,-10
CC[n+]1c(/C=C/C=C/N(C(C)=O)c2ccccc2)sc2cc(OC)ccc21,-1,/,-20,1,/,/,/,27
Cc1ccc(NC(=O)CSC(C)C(=O)NCCc2ccccn2)cc1 (centres undefined),2,6,0,0,17,0.8,0,-22
CCn1c2ccccc2c2cc(NC(=O)CSc3nnc(-c4cccc(OC)c4)n3N)ccc21,-5,0,-18,-3,4,1.6,-3,-15
O=C(c1ccco1)N1CCN(C2CC(=O)N(c3ccc4c(c3)OCO4)C2=O)CC1 (centres undefined),-4,10,-2,1,4,2.4,5,-11
CCOc1ccc(NC(=O)N2CCN(Cc3ccc4c(c3)OCO4)CC2)cc1,-12,-4,-20,-6,-9,1.5,13,5

Gathered by group, the compounds so far with bromine.
SMILES,HKDC1 inh,SENP7 block,ATG4B inhibitor,NR3A LBD binder,SENP6 block,MPTP inh,SENP8 inh,PfG6PD inh
O=C(O)c1ccc(NC(=O)c2ccccc2NC(=O)c2ccccc2Br)cc1,-3,-5,-2,0,-5,2.1,14,-5
CCOC(=O)[C@@H]1[C@H]2COc3ccc(Br)cc3[C@@H]2N2C(=O)N(c3ccc(C)cc3)C(=O)[C@@]12C,-2,1,-1,-1,-3,1.4,17,5
O=C(COC(=O)COc1ccccc1[N+](=O)[O-])Nc1cccc(Br)c1,-4,-1,0,-5,-17,0.9,5,8

The listing continues.
SMILES,HKDC1 inh,SENP7 block,ATG4B inhibitor,NR3A LBD binder,SENP6 block,MPTP inh,SENP8 inh,PfG6PD inh
CC(=O)C1=C(c2ccccc2)NC(=O)NC1c1ccc2c(c1)OCO2 (centres undefined),-5,-6,5,0,-9,0.2,8,-15
Cc1ccc(-n2nc3c(c2NC(=O)CC(C)C)CS(=O)(=O)C3)cc1,-3,-1,-10,2,20,2.2,0,-4
CC(/C=C/c1ccccc1)=N\NC(=O)c1ccc2c(c1)OCCO2,-5,9,0,1,15,0.3,23,8
c1ccc(-n2nc3ccccc3n2)cc1,-2,2,-2,-4,-28,0.3,-120,2
COc1ccc(OC)c(S(=O)(=O)n2ccnc2C)c1,0,2,-11,1,-6,1.5,1,13
O=C1CCC(=O)N1c1ccc(NCc2ccccc2Cl)c([N+](=O)[O-])c1,18,10,3,3,3,0.8,21,4
COCCn1c(SCC(=O)c2cccc(OC)c2)nnc1-c1ccco1,2,1,0,3,-2,-0.5,15,-6
N#Cc1c(N)nc2c3c(sc(=N)c2c1N)NC(=O)CC3c1c(F)cccc1Cl (centres undefined),1,5,8,-7,6,-1.1,-94,5
CCc1c(O)nc(SCC(=O)Nc2ccccc2OC)n(-c2ccccc2C)c1=O,4,2,9,-1,-8,0.7,12,-10
COc1cccc(C2=NOC(C(=O)NCc3cccnc3)C2)c1 (centres undefined),-5,0,0,-1,2,-1.2,25,8
CCC/C(C)=N/NC(=O)c1ccccc1O,-9,1,3,-2,1,-0.2,-33,-16
O=C(c1ccccc1F)N1CCN(Cc2ccccc2F)CC1,-7,0,-6,5,-2,0.1,25,-1
O=C(NC(=S)Nc1ncccn1)c1ccccc1Br,-4,3,3,0,12,-0.5,8,-4
COc1ccc(/C=N/NC(=O)C2CCN(c3ncc(C(F)(F)F)cc3Cl)CC2)cc1,4,1,2,-2,4,3.1,1,-23
O=C(c1nn(-c2ccccc2)c(=O)c2ccccc12)N1CCN(c2ccccn2)CC1,-2,-5,5,2,1,-2.7,8,-13
CCC1=C(OC(=O)N(CC)CC)N2C(=O)OC(=NCC3CC3)[C@]2(C)[C@H]2C1=CC[C@H]1C(=O)N(C)C(=O)[C@H]12,-2,-1,-2,-3,-23,0.2,3,-5
COc1ccc(S(=O)(=O)N2CCN(C(=O)C3CCCO3)CC2)cc1 (centres undefined),-4,-2,0,-2,-2,2.0,-1,9
COc1ccc(NC(=S)N2CCc3ccccc32)cc1OC,6,9,9,-22,3,0.9,2,7
Cc1ccc2cc3c(nc2c1)N(Cc1ccco1)CC3,-2,-2,-5,0,1,-0.4,-464,19
CCc1c(C)sc(NC(=O)Cn2nc(C)c([N+](=O)[O-])c2C)c1C(N)=O,-4,-5,-11,0,-14,-0.1,18,69*
Cc1ccc(C(=O)Nc2ccccc2Oc2ccccc2)cc1[N+](=O)[O-],1,15,4,-3,3,1.1,21,12
COc1cc(OC)cc(-c2c(-c3cccs3)c3cc(-c4ccc(N(C)C)nc4)ccc3n2C)c1,-6,-5,5,1,-14,0.9,-498,-7
Cc1sc2nc(C)n(/N=C/N(C)C)c(=O)c2c1C,-1,1,-4,4,0,0.2,-1,-7
O=C(N/N=C/c1coc2ccccc2c1=O)c1cc(O)cc(O)c1,-4,-3,21,3,2,-0.2,-14,26
CN(CC(=O)Nc1ccccc1C(=O)NC1CC1)Cc1cccs1,-3,-4,-38,1,-9,-1.0,1,6
CCN(C(C)=O)c1ccc(Oc2nc(OC)cc(OC)n2)cc1,-11,10,-7,-2,-2,0.1,15,-6
COc1cc(Cl)c(C)cc1NC(=O)CSC1=NCCS1,0,5,1,20*,-6,-0.3,1,21
CCc1ccc(OCCOC(=O)Nc2ccccc2)cc1,-3,0,2,2,-2,0.9,-1,-2
CCC(=O)Nc1nnc(SCC(=O)Nc2ccc(F)cc2)s1,2,-1,-6,-1,-18,0.7,8,-6
CCOc1ccccc1NC(=O)C1Cc2ccccc2CN1S(C)(=O)=O (centres undefined),0,-4,-13,-1,8,0.5,4,34
CCOC(=O)c1cccc(NC(=O)C2CCCN2S(=O)(=O)c2cccc3cccnc23)c1 (centres undefined),-2,-10,-12,-2,-4,0.4,5,1
CN1CCN(Cc2ccc(OCc3ccccc3)cc2)CC1,-9,1,7,0,-12,-1.0,16,-14
CN(N)c1nc(C(F)(F)F)nc2ccccc12,-9,5,0,-2,1,-0.6,7,-10
O=C(N/N=C/c1ccc(F)cc1)c1cccc(NC(=O)c2ccccc2Cl)c1,-5,6,-3,-11,-17,1.6,11,-2
Cc1cc(NC(=O)c2ocnc2C)no1,-10,0,-4,0,-13,-3.5,11,-3
O=C(Nc1ccc2c(c1)CCC2)c1ccc(Br)o1,-2,89*,-3,-11,90*,1.3,24,43
COc1ccccc1N(CC(=O)Nc1cccnc1)S(=O)(=O)c1ccccc1,-9,-6,-3,0,-7,-0.2,8,-1
COc1ccc(Cl)c2sc(N3CCN(C(=O)c4ccco4)CC3)nc12,4,-7,3,-2,-7,0.1,-1,1
CC1CCCCN1CC(=O)NC(c1ccccc1)c1ccccc1 (centres undefined),-10,0,-1,-1,-31,-2.0,1,-16
COc1ccc2nc(C)cc(N/N=C/c3cccc(OC)c3O)c2c1,3,13,-23,-1,-15,1.8,-106,24
COC(=O)C12CC3CC(C1)CC(n1cnc(Cl)n1)(C3)C2,0,-4,-12,0,3,-0.4,3,2
Cc1ccc2oc(-c3cccc(NC(=O)c4ccc(Br)o4)c3C)nc2c1,-1,-10,4,0,-12,-0.1,12,-1
C=CCNc1c2c(nc3nnnn13)CCCC2,-7,-4,6,-1,3,1.1,10,-3
Nc1c(N2CCCC2)c2ccccc2oc1=O,5,4,-1,0,0,-0.7,-13,-19
O=C(Nc1ccc(Cl)c(S(=O)(=O)N2CCOCC2)c1)c1cn2ccccc2n1,4,-14,-4,1,-12,0.3,13,-9
Cc1ccc(CCNC(=O)CN(C)S(=O)(=O)c2ccc3c(c2)n(C)c(=O)c(=O)n3C)cc1,3,-2,-7,1,4,0.7,-63,20
COC(=O)Cc1ccc(NC(=S)NNC(=O)C2CC2)cc1,-4,4,-2,1,11,1.2,37,-2
CCOc1ccc2nc(NC(=O)NC3CCCCC3)sc2c1,-3,2,11,18*,-4,4.5,15,2

Only SENP8 inh, MPTP inh and NR3A LBD binder, for 2 of the compounds above:
compound	SENP8 inh	MPTP inh	NR3A LBD binder
Cc1ccc(CCNC(=O)CN(C)S(=O)(=O)c2ccc3c(c2)n(C)c(=O)c(=O)n3C)cc1	-63	0.7	1
COC(=O)Cc1ccc(NC(=S)NNC(=O)C2CC2)cc1	37	1.2	1
